IDE inh: human IDE inhibitors in live cells, primary screen, fluorescence polarization, HEK cells, FAbetaB substrate; FAbetaB cleavage; inhibition, % at 5.59 µM; 320,000 tested, 0.41% active;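 active = percent inhibition above the average of all tested compounds plus 3 SD, set per screening campaign, cut at about 16% in these data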;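 also: IDE supplied by intact live HEK cells; FP after avidin binding of uncleaved biotin substrate so inhibition keeps polarization high; 0% = DMSO wells and 100% = 60 µM reference IDE inhibitor Ii1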
M18AAP inhibitor: PfM18AAP inhibitors, malaria aminopeptidase, primary screen, biochemical, QFRET, recombinant enzyme; M18 aspartyl aminopeptidase (Plasmodium falciparum 3D7); H-Glu-NHMec fluorogenic cleavage; inhibition, % at 7.35 µM; 290,000 tested, 1.2% active; AID 1822, 2009;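 active = inhibition above the campaign mean inhibition over all tested compounds plus 3 SD, cut at about 28% in these data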;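 also: 0% = plate median of test compound wells and 100% = 2 mM ZnCl2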
GPR7 antag: GPR7 receptor antagonists, primary screen, cell-based, fluorescence, single concentration | GPR7-expressing cells, fluorescence antagonist assay | inhibition, % at 4.4 µM | 290,000 tested, 1.1% active; in the data active = inhibition above about 16%, passing the limit was not always enough;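 also: cells stimulated with the agonist NPW; 0% = agonist with vehicle and 100% = vehicle without agonist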
Target sequence (P48145 whole entry, looked up): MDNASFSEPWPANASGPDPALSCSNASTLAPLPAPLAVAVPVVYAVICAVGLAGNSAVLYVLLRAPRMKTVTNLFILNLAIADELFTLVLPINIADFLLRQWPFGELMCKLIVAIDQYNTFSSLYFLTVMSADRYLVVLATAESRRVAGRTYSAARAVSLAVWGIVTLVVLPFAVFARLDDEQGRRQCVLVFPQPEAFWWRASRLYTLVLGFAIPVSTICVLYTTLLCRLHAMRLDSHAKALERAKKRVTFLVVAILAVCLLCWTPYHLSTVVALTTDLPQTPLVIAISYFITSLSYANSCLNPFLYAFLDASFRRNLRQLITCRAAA
PHOSPHO1 block: PubChem AID 1565; recombinant PHOSPHO1, absorbance phosphatase assay; inhibition, % at 13.3 µM; 290,000 tested, 1.1% active; in the data active = inhibition above about 60%
Target sequence (Q8TCT1 whole entry, looked up): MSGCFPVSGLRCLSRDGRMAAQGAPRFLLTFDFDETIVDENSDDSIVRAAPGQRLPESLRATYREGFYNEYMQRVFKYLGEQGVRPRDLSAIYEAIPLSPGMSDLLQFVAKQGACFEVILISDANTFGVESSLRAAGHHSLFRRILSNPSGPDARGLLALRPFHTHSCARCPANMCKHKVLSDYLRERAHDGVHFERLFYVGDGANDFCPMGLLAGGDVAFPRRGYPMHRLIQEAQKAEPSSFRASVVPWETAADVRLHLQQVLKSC
VIM-2 inh: VIM-2 metallo-beta-lactamase inhibitors, primary screen, biochemical, epi-absorbance readout, Pseudomonas aeruginosa enzyme; purified VIM-2, nitrocefin hydrolysis, epi-absorbance fluorescence; inhibition, % at 5.6 µM; 290,000 tested, 0.89% active;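 active = inhibition above the mean of all tested compounds plus 3 SD, cutoff set per screening run, cut at about 7.5% in these data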;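 also: red hydrolysis product quenches plate fluorescence so inhibitors raise well fluorescence; 0% = enzyme with DMSO and 100% = DMSO without enzyme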
IMP-1 inh: IMP-1 metallo-beta-lactamase inhibitors, primary screen, biochemical, epi-absorbance readout, Pseudomonas aeruginosa enzyme | 290,000 tested, 0.45% active | metallo-beta-lactamase IMP-1 (Pseudomonas aeruginosa) | purified IMP-1, nitrocefin hydrolysis, epi-absorbance fluorescence | inhibition, % at 5.6 µM;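 active = inhibition above the mean plus 3 SD of all compounds in the same screening run, cut at about 4.5% in these data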;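 also: 0% = IMP-1 with DMSO and 100% = DMSO wells lacking enzyme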
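assay system = purified recombinant IMP-1 metallo-beta-lactamase enzyme | schedule = 15 min preincubation plus 25 min reaction at 25 °C | signal = Epi-absorbance fluorescence, 480 nm excitation, 530 nm emission | read-out basis = percent inhibition from optical density relative to buffer-blank wells | controls = IMP-1 with DMSO as 0%, enzyme-free DMSO as 100%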
pCIP destab: p/CIP-EGFP fusion destabilizers, primary screen, fluorescence, F442A cells; Q05BA5; 16 h; decrease of EGFP signal, % at 10 µM; 290,000 tested, 0.01% active; AID 1984, 2009;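 active = EGFP signal decrease of at least 30% at 10 µM or well 3 SD below plate mean, unless failing retest; inactive = the rest, including hits failing retest or dose response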; also: some compounds called inactive have numbers as strong as hits; many of its hits are not listed in these tables
NALP1 inh: NALP1 inflammasome inhibitors in reconstituted yeast, colorimetric, S. cerevisiae, triplicate retest. S. cerevisiae NALP1/ASC/caspase-1 growth, X-gal OD620, 72 h. inhibition, % at 10 µM. 280,000 tested, 0.61% active. AID 2071, 2009; in the data active = inhibition mostly above about 24%, no sharp cut-off; inactive = mostly below about 32%; also: some compounds called inactive have numbers as strong as hits
IDE cell activ: human IDE activators in live cells, primary screen, fluorescence polarization, HEK cells, FAbeta-B substrate. Insulin-degrading enzyme (Homo sapiens), P14735. FAbeta-B cleavage; 0% vehicle, 100% cell-free pure enzyme wells. activation, % at 5.96 µM. 340,000 tested, 0.073% active. AID 493087, 2011;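 active = activation above the mean of all tested compounds plus 3 SD, set per screening campaign, cut at about 17% in these data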
The depositor's hits bear a star; / = not tested or not shown.

SMILES | IDE inh | M18AAP inhibitor | GPR7 antag | PHOSPHO1 block | VIM-2 inh | IMP-1 inh | pCIP destab | NALP1 inh | IDE cell activ
O=C(CCC(=O)OCC(=O)c1cccc([N+](=O)[O-])c1)Nc1cccc(Cl)c1Cl | 3 | 0 | 2 | -4 | -2.6 | -2.1 | 6 | 3 | -2
COC(=O)CSc1nc(NCC(C)C)nc(N2CCOCC2)n1 | -7 | 4 | -3 | -10 | 0.8 | -2.0 | -1 | -14 | 0
Cc1ccc(-c2csc(N(CCCN3CCOCC3)C(=O)c3ccco3)n2)cc1 | -2 | -3 | 2 | 9 | -0.5 | -3.5 | -8 | 1 | 1
CC(=O)N1CCN(CC(C)(C)NS(=O)(=O)c2ccc(C)cc2)CC1 | 2 | 1 | -3 | 51 | -2.1 | -2.6 | -5 | -1 | 5
CC(=O)Nc1cccc(-c2cn3ccccc3n2)c1 | 0 | -3 | -6 | 15 | -2.9 | -1.3 | -12 | 6 | 4
COC(=O)CCCC1=CC2=CC(=O)C(C)(OC(=O)c3cccs3)C(=O)C2=CN1C1CCCCC1 (stereo not drawn) | -2 | / | / | 9 | / | / | -18 | 12 | 2
CCCn1c(Nc2nc3ccccc3n2C)nc2ccccc21 | 32* | -7 | -5 | 10 | -4.0 | -3.7 | 2 | 30* | -29
CCN(CC(=O)N1CCCC1)S(=O)(=O)c1cc(C)ccc1OC | 5 | 2 | -20 | 18 | -1.4 | -0.7 | -11 | 14 | 3
Cc1cc(O)ccc1N1C(=O)c2cccc3cc([N+](=O)[O-])cc(c23)C1=O | -1 | 1 | 0 | 32 | -4.3 | -3.4 | -32 | -3 | 3
COc1ccc(CCn2c(C3CCCCC3)nc3c(c(=O)c4ccccc4n3C)c2=O)cc1 | -3 | 1 | -14 | 37 | 1.0 | -2.4 | -7 | / | /
CC(C)(C)NC(=O)NC(=O)CSc1nncs1 | 2 | -5 | 1 | 28 | -2.6 | 0.5 | -10 | -6 | 3
COc1ccc(C(=O)NCc2ccco2)cc1S(=O)(=O)N1CCOCC1 | -1 | 6 | -11 | 31 | -1.9 | -3.3 | -8 | 2 | -3

Single records (already shown):
Entry for COC(=O)CCCC1=CC2=CC(=O)C(C)(OC(=O)c3cccs3)C(=O)C2=CN1C1CCCCC1 (stereo not drawn) → IDE inh: -2; M18AAP inhibitor: /; GPR7 antag: /; PHOSPHO1 block: 9; VIM-2 inh: /; IMP-1 inh: /; pCIP destab: -18; NALP1 inh: 12; IDE cell activ: 2
Entry for COc1ccc(C(=O)NCc2ccco2)cc1S(=O)(=O)N1CCOCC1 → IDE inh: -1; M18AAP inhibitor: 6; GPR7 antag: -11; PHOSPHO1 block: 31; VIM-2 inh: -1.9; IMP-1 inh: -3.3; pCIP destab: -8; NALP1 inh: 2; IDE cell activ: -3

Quoted from the listing:
Cc1cc(O)ccc1N1C(=O)c2cccc3cc([N+](=O)[O-])cc(c23)C1=O – VIM-2 inh = -4.3
CCN(CC(=O)N1CCCC1)S(=O)(=O)c1cc(C)ccc1OC – IDE inh = 5

(listing goes on)
SMILES | IDE inh | M18AAP inhibitor | GPR7 antag | PHOSPHO1 block | VIM-2 inh | IMP-1 inh | pCIP destab | NALP1 inh | IDE cell activ
O=C(CSCc1ccccc1Br)NNC(=S)NCc1ccco1 | -3 | 29* | 1 | -55 | -4.8 | -2.1 | -1 | -23 | -10
Cc1ccsc1/C=N/NC(=O)CSCc1ccc(Cl)cc1 | 6 | 0 | -11 | 3 | -3.8 | -3.4 | 5 | 26 | 1
COc1ccc(-c2csc(-n3ncc(-c4cccs4)c3N)n2)cc1 | 2 | -2 | -5 | 17 | 0.6 | -1.2 | -7 | 26 | 8
O=C(CN1CCOCC1)Nc1ccc(NC(=O)c2ccccc2F)cc1 | 0 | 2 | -9 | 32 | -2.4 | -3.8 | 1 | 4 | 1
O=C(CSc1nnc(-c2ccncc2)o1)Nc1ccccc1C(F)(F)F | 1 | 2 | -6 | 50 | -2.4 | -3.8 | -16 | -7 | 2
COc1cc2ccccc2cc1C(=O)NC(=S)Nc1cc(C(=O)O)ccc1C | / | -9 | -2 | 14 | -3.3 | -3.4 | 15 | 2 | 5
Cn1nnnc1SCCNCc1ccncc1 | -5 | -2 | 2 | 10 | -1.2 | -0.1 | -8 | 12 | 0
O=C(O)CCCC(=O)Nc1ccccc1C(=O)N1CCCC1 | -5 | 4 | -12 | -29 | -2.8 | -2.3 | -8 | 8 | 6
Cc1[nH]nc(-c2ccc(OCc3cnn(-c4ccccc4)c3)cc2O)c1Oc1ccc(Cl)cc1 | -1 | -4 | 7 | 5 | -3.9 | -2.3 | -8 | / | 2
Cc1cc(Cl)c(S(=O)(=O)N2CC(C)OC(C)C2)cc1OCC(N)=O (stereo not drawn) | -5 | -3 | -15 | -18 | 0.8 | -1.8 | 2 | 6 | 6
COCCN1C(=O)c2ccccc2C(C(=O)NCCCN2CCCC2=O)C1c1c[nH]c2ccccc12 (stereo not drawn) | / | 6 | -10 | 15 | 0.2 | -1.4 | 2 | 26 | 4
COc1ccc(Cl)cc1NC(=O)c1noc(C)c1[N+](=O)[O-] | 0 | 5 | -9 | -6 | -2.3 | -3.9 | -9 | 20 | 8
CC1CC(C(F)(F)F)n2ncnc2N1 (stereo not drawn) | 2 | 6 | -2 | 25 | -2.0 | -1.9 | 2 | 7 | -2
O=C1NC(=O)N(Cc2ccccc2F)C1=O | 2 | 2 | -20 | / | -4.8 | -3.4 | -1 | 12 | 5
COc1ccccc1Oc1ccc(-c2cnc3ccccc3n2)cc1[N+](=O)[O-] | 0 | -1 | 5 | 42 | -3.9 | -3.1 | -16 | -13 | /
Cc1cc(N2CCOCC2)n2nc(C)c(-c3ccccc3)c2n1 | 9 | -10 | -11 | -20 | -0.8 | -3.9 | -13 | 18 | 3
O=C(OCc1nc2ccccc2[n+]([O-])c1C(=O)c1ccccc1)c1ccco1 | -5 | 6 | -19 | 47 | -0.5 | -3.7 | 5 | / | 3
C(=N\Nc1nc(-c2ccccc2)cs1)/c1cccnc1 | 4 | 6 | 4 | 24 | -4.6 | -3.3 | -14 | 37 | -18
CN(Cc1ccc(F)cc1)C(=O)c1ccc2c(c1)NC(=O)CS2 | 2 | -1 | -5 | 25 | -2.8 | -0.8 | -8 | -30 | 3
O=C(CSc1ccccn1)N1CCOCC1 | -4 | 2 | -4 | -6 | 0.4 | -2.5 | -14 | 32 | -2
CCOc1ccc(NC(=O)c2ccccc2OC)cc1 | 3 | 5 | 4 | -4 | 0.4 | 2.9 | -1 | -7 | 0
CCCOC(=O)Nc1cc(OC)ccc1[N+](=O)[O-] | 4 | -10 | -4 | -16 | -1.6 | -3.5 | 0 | 0 | 2
Cc1ccc(NC(=O)C2CCN(S(=O)(=O)c3c(C)n[nH]c3C)CC2)nc1 | -2 | 12 | -9 | 18 | -2.9 | -3.5 | 0 | 45 | -2
Cc1ccc(NCc2nnc(SCC(=O)N3CCCc4ccccc43)o2)c(C)c1 | 0 | -3 | 14 | -33 | -1.2 | -1.6 | 10 | 7 | 5
Cc1c(NC(=O)CN2C(=O)C(=O)c3ccccc32)c(=O)n(-c2ccccc2)n1C | -3 | 1 | -14 | 36 | -2.0 | -1.6 | -4 | 4 | 5
C=CCn1c(SCC(=O)Nc2ccc(N3CCOCC3)cc2)nnc1-c1ccncc1 | -1 | 5 | 3 | 7 | -0.9 | -1.2 | 4 | -15 | 5
O=c1[nH]c2cc3c(cc2cc1CN(CC1CCCO1)S(=O)(=O)c1ccccc1)OCCO3 (stereo not drawn) | 10 | 7 | 2 | -7 | -0.2 | 0.9 | 1 | 4 | -1
CCOC(=O)C1C(=O)NC(N2CCCCC2)=NC1c1ccccc1 (stereo not drawn) | 0 | 1 | -7 | -2 | -3.8 | -3.6 | -4 | -2 | 1
O=C(NCC(=O)N1CCCC1)c1ccc(Cl)cc1 | 4 | 1 | -6 | / | -1.8 | -5.1 | -8 | / | 8
Cc1ccc(S(=O)(=O)NNC(=O)c2cccnc2)cc1 | -7 | 14 | -2 | 8 | -2.2 | -3.3 | 6 | 16 | -1
O=C(CSc1ccc(-c2ccccn2)nn1)N1CCCc2ccccc21 | -4 | -7 | -4 | 44 | -3.2 | -13 | 0 | -2 | 2
Cc1ccsc1C1Nc2ccc3ncccc3c2C2=C1C(=O)CCC2 (stereo not drawn) | -3 | 4 | -11 | 21 | -1.5 | 2.8 | -16 | 5 | -5
Cc1ccc(-c2nc(NC(=O)c3ccc(S(=O)(=O)N(CCC#N)CCC#N)cc3)sc2-c2ccccc2)cc1 | 8 | -4 | 0 | -24 | -2.2 | -1.6 | -3 | 45 | 3
CC1CCC(=C(C#N)C(=O)Nc2cccc(Cl)c2)CC1 (stereo not drawn) | 0 | 0 | 2 | 25 | -1.6 | -0.8 | -6 | 19 | 5
Cc1ccc(-c2nnn(CC(=O)N(c3cccc(F)c3)C(C(=O)NC(C)(C)C)c3ccco3)n2)o1 (stereo not drawn) | -2 | -1 | -14 | 3 | -1.0 | -1.2 | -6 | 0 | 4
C=CCNS(=O)(=O)CC12CCC(CC1=O)C2(C)C (stereo not drawn) | 6 | -8 | -2 | -6 | -3.0 | 0.7 | 5 | 3 | 3
CN1CCN(c2ccc(Cl)cc2NC(=O)C2COc3ccccc3O2)CC1 (stereo not drawn) | -3 | -6 | 14 | 1 | -0.9 | 1.2 | 1 | 32* | 6
CCCn1c(C2CCCN2c2nc(-c3cccc(Br)c3)cs2)nc2cc(Cl)c(Cl)cc21 (stereo not drawn) | -2 | 11 | 5 | -7 | -4.2 | -2.3 | -6 | 16 | 6
CNC1=CC(=O)CC(c2ccccc2)C1 (stereo not drawn) | 1 | 1 | -2 | 40 | 0.6 | 0.8 | -8 | 6 | 7
O=C(Nc1c[nH]c(=O)[nH]c1=O)c1ccccc1Br | 5 | -2 | -11 | 29 | -0.4 | -0.4 | 4 | 0 | 10
COc1nccnc1NS(=O)(=O)c1ccc(NC(=S)NC(=O)c2ccc(F)cc2)cc1 | 2 | 9 | -13 | -21 | -0.9 | -2.9 | -21 | 17 | 0
CCOC(=O)Cn1cnc2c(cnn2-c2ccc(OC)cc2)c1=O | 0 | 2 | -7 | / | -1.9 | -3.7 | -1 | 10 | 0
O=C(/C=C/c1ccc(F)cc1)N1CCCc2ccccc21 | 2 | -8 | 0 | -5 | 1.2 | 1.7 | 12 | -7 | -3
CC(C)(C)C(=O)Nc1ccnn1C1CCN(C(=O)c2cccc(Cl)c2)CC1 | 0 | -1 | -12 | 18 | -2.1 | -1.7 | -10 | 10 | 4
COc1cccc(OC)c1NC(=O)C1CCCN1C(=O)NCc1ccccc1 (stereo not drawn) | -1 | 3 | -16 | 2 | -3.9 | -2.1 | -5 | 19 | 2

Compound activity as filed in PubChem.

This is a random part of the collection; 5.3% or so of the library scored in one or more.
